PfHsp40 yeast: restores yeast growth despite PfHsp40 toxicity | S. cerevisiae expressing PfHsp40, growth rescue, ATP luminescence | growth rescue, % at 12.5 µM | hit rate 0.68% among 340,000 | AID 504582; in the data active = growth rescue above about 28%, passing the limit was not always enough; inconclusive = no clear call, values can overlap the other calls;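 also: yeast W303a lacking pdr1 and pdr3 grown in galactose medium; growth measured after three days at 30 °C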
BoNT-F LC inh: BoNT F light chain protease inhibition | hit rate 0.22% among 360,000 | inhibition, % at 10 µM | AID 588497 | Multiplex microsphere protease cleavage assay, flow cytometry; in the data active = inhibition above about 35%, passing the limit was not always enough; inconclusive = no clear call, values can overlap the other calls; also: plate controls were buffer without enzyme for full effect and enzyme alone for no effect
UGM FP inh: inhibitors of M. tuberculosis UDP-galactopyranose mutase; P9WIQ1; purified UGM, fluorescence polarization probe displacement; inhibition, % at 10 µM; hit rate 0.06% among 320,000; in the data active = inhibition above about 10%, passing the limit was not always enough; inconclusive = no clear call, values can overlap the other calls
Target sequence (P9WIQ1 whole entry, looked up): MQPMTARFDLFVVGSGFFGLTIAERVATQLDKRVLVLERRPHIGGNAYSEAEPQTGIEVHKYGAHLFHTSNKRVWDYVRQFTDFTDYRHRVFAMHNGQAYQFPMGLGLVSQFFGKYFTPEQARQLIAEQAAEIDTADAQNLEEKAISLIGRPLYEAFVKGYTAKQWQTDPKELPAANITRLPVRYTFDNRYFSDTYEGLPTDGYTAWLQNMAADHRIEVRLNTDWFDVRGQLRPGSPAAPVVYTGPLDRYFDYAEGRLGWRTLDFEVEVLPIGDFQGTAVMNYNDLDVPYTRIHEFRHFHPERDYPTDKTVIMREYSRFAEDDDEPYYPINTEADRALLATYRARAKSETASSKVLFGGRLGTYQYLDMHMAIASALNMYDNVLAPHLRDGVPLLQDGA
Anthrax LF prot: anthrax lethal factor protease inhibition | hit rate 0.12% among 360,000 | inhibition, % at 10 µM | multiplex microsphere protease cleavage assay, LF; also: plate controls were buffer without enzyme for full effect and enzyme alone for no effect
FBA Mtb inh: inhibitors of M. tuberculosis fructose-bisphosphate aldolase. hit rate 2.3% among 360,000. P9WQA3. inhibition, % at 1 µM. purified M. tuberculosis FBA, fluorescence read-out; in the data active = inhibition above about 27%;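 also: 0% = vehicle and 100% = reference inhibitor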
Target sequence (P9WQA3 whole entry, looked up): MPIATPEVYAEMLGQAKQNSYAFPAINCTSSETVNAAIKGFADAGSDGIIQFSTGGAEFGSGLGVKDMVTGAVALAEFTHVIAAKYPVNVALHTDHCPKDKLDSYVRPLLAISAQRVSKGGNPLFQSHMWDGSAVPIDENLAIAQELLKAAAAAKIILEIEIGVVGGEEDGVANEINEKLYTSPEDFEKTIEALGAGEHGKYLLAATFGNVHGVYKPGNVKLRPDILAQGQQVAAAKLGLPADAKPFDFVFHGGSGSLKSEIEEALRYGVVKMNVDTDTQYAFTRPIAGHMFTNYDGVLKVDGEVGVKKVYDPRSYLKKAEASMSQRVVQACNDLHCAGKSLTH
BioA inh: BioA (M. tuberculosis) enzyme inhibition. inhibition, % at 9.99 µM. AID 602481. purified M. tuberculosis BioA enzyme, plate reader. hit rate 0.096% among 360,000; in the data active = inhibition above about 40%; inconclusive = no clear call, values can overlap the other calls
BoNT A protease: blocks Botulinum neurotoxin A light chain protease. multiplex microsphere protease substrate cleavage, flow cytometry. inhibition, % at 10 µM. hit rate 0.17% among 360,000; also: plate controls were buffer without enzyme for full effect and enzyme alone for no effect
FadD28 binding: inhibitors of Mycobacterium tuberculosis FadD28 bisubstrate binding; FadD28 bisubstrate probe binding, fluorescence polarization; inhibition, % at 12.5 µM; hit rate 0.22% among 360,000; AID 588549; in the data active = inhibition above about 8.5%, passing the limit was not always enough; inconclusive = no clear call, values can overlap the other calls
GDH-TPI counter: counter-screen for M. tuberculosis FBA inhibitors: GDH-TPI coupled enzymes | GDH-TPI coupled enzyme counterscreen, NADH absorbance | inhibition, % at 4.8 µM | hit rate 1.2% among 360,000 | AID 588335; in the data active = inhibition above about 30%;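 also: 0% = DMSO wells and 100% = wells lacking the enzyme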
An asterisk follows results filed as active; ? = inconclusive; . = not tested or not shown; + = active, no number; & = joins results of further samples. Rule as the data show it, unless noted: active = inhibition above about 30%; inconclusive = no clear call, values can overlap the other calls; inactive = below that.

SMILES	PfHsp40 yeast	BoNT-F LC inh	UGM FP inh	Anthrax LF prot	FBA Mtb inh	BioA inh	BoNT A protease	FadD28 binding	GDH-TPI counter
C[C@H]1CN([C@@H](C)CO)C(=O)CCCn2cc(nn2)CO[C@@H]1CN(C)S(=O)(=O)c1cccc(F)c1	.	-3	.	-2	1	-0.5&2.0	-0.2	-0.4	6
Cc1ccc(N2C(=O)[C@@H]3C(C(=O)CCN4C(=O)c5ccccc5C4=O)=NN[C@@H]3C2=O)cc1	2.5	-3	0.2	0	0	.	-0.9	0.5	7
Cc1ccc(NS(=O)(=O)c2ccc(C(=O)NCCCN3CCCC3=O)cc2)cc1	0.6	.	2.1	.	1	7.8	.	-4.6	-1
CCCCN(CC)CCCNC(=O)c1cn(-c2ccc(OC)cc2)c(=O)c2ccccc12	-1.2	-12	-0.2	18	-3	-1.7	-4.0	-5.3	3
CN(C)c1nc(SCCOC(=O)c2ccccc2)nc(N(C)C)n1	-0.7	-12	-2.2	-1	-1	0.7	-0.8	-4.3	6
CCOc1cc(C(=O)N(C)c2ccccc2)cc(OCC)c1OCC	0.3	-7	-0.6	2	0	-0.4	-0.6	-2.4	0
Cc1coc2c(O)cc3c(c12)OC1(N2CCCCC2)C(=O)NCCCC31 (configuration not stated)	0.3	-6	1.2	-1	1	.	0.2	1.4	12
CCCCn1c(N)c(N(CCOC)C(=O)CC(NC(=O)c2ccccc2Cl)c2ccccc2)c(=O)[nH]c1=O (configuration not stated)	0.1	-7	.	-10	0	-3.6	-0.7	-0.5	2
O=C(c1ccc2snnc2c1)N1CCCCC1	-0.5	-15	1.2	-4	4	2.3	0.1	1.4	5
CCN(CC)S(=O)(=O)c1ccc(Cl)c(NC(=O)c2ccccc2C)c1	0.5	10	1.3	4	1	-2.4	1.3	-5.1	-5
Cc1ccc2[nH]cc(CCNC(=O)c3cccs3)c2c1	-0.3	-37	-0.2	-19	0	-0.5	-5.6	0.4	2
O=C(c1cc([N+](=O)[O-])cc([N+](=O)[O-])c1)N(c1ccccn1)c1ccccn1	-1.2	-11	1.0	-2	2	.	-0.3	-1.3	3
O=C(CCn1cccc1)Nc1ccccc1F	0.7	-6	2.2	5	2	-0.3	-1.9	0.0	-2
Cc1ccc(/C=N/NC(=O)CSCc2ccc(Cl)cc2)cc1	13	-3	0.4	-3	7	1.6	0.7	-1.1	6
CC(C)(C)NC(=O)C(c1ccc(F)cc1)N(CC1CCCO1)C(=O)c1csnn1 (configuration not stated)	-0.4	0	1.6	-5	2	-0.3	-3.0	0.5	5
O=C1CSC(c2ccccc2)N1c1ccccc1F (configuration not stated)	-0.4	-14	0.0	-2	3	-1.2	-4.6	0.8	6
CCn1nnnc1SCC(=O)Nc1ccc(OC)cc1	-0.6	1	-2.4	-2	1	-1.0	0.2	0.7	2
C=CCn1cc([N+](=O)[O-])nc1C	-0.8	3	-1.5	2	0	.	0.1	-1.0	12
O=[N+]([O-])c1ccccc1/C=N/n1c(COc2ccccc2)n[nH]c1=S	1.1	3	0.6	0	-2	2.1	?	0.1	17
COC(=O)CNC(=O)/C=C/c1cc(Br)ccc1OC	0.7	-4	1.4	-3	1	0.5	-0.5	-3.3	0
CCc1ccc2c(c1)C(NC(C)=O)C(=O)N2CC (configuration not stated)	0.0	8	1.0	-4	3	-1.2	-0.3	-0.2	-4
COc1ccccc1C(=O)NC(=O)COC(=O)Cc1ccccc1[N+](=O)[O-]	-1.6	-9	2.6	-1	4	0.8	-5.0	0.5	1
COc1ccc(OC2CCN(S(=O)(=O)c3ccc(C(C)=O)cc3)CC2)cc1	2.2	5	2.2	3	-1	.	0.4	-5.0	-7
N/C(=N\OC(=O)c1cc(Br)ccc1Cl)c1ccccn1	2.5	-4	-0.7	-7	1	.	0.2	-2.4	5
COc1cc(-c2nc(-c3ccc(NC(=O)c4ccc(Br)o4)cc3)no2)cc(OC)c1OC	-0.4	11	-0.4	2	-4	-0.1	0.7	-4.1	-9
Nc1ccc(C(=O)OCc2nc3ccccc3s2)cc1	-0.4	-6	-1.8	-7	1	.	-1.8	-1.4	3
COC(=O)NNC1=CC(=O)CC(C)(C)C1	-1.4	-8	0.3	-6	2	.	-1.1	-0.2	-3
CCCCN(C(=O)NC(=O)Nc1nc2ccc(OC)cc2s1)S(C)(=O)=O	0.6	-2	2.0	-4	4	1.4	-0.4	-3.1	6
O=C(Nc1cccc(C(=O)N2CCN(c3ccc(F)cc3)CC2)c1)c1ccccc1	2.6	-4	2.4	1	-1	.	-0.9	-2.3	7
CC(C(=O)N1CCOCC1)N1C(=O)C2C3CC(C(Br)C3Br)C2C1=O (configuration not stated)	-1.3	4	1.2	2	0	.	1.6	0.0	0

As a working copy, three of the compounds above:
SMILES	PfHsp40 yeast	BoNT-F LC inh	UGM FP inh	Anthrax LF prot	FBA Mtb inh	BioA inh	BoNT A protease	FadD28 binding	GDH-TPI counter
CCCCN(C(=O)NC(=O)Nc1nc2ccc(OC)cc2s1)S(C)(=O)=O	0.6	-2	2.0	-4	4	1.4	-0.4	-3.1	6
O=C(Nc1cccc(C(=O)N2CCN(c3ccc(F)cc3)CC2)c1)c1ccccc1	2.6	-4	2.4	1	-1	.	-0.9	-2.3	7
CC(C(=O)N1CCOCC1)N1C(=O)C2C3CC(C(Br)C3Br)C2C1=O (configuration not stated)	-1.3	4	1.2	2	0	.	1.6	0.0	0

(next part)
SMILES	PfHsp40 yeast	BoNT-F LC inh	UGM FP inh	Anthrax LF prot	FBA Mtb inh	BioA inh	BoNT A protease	FadD28 binding	GDH-TPI counter
COc1cccc(NC(=O)CSc2nnc(-c3ccoc3C)n2C)c1	-1.9	2	3.5	0	3	-1.2	-0.3	.	7
CSc1c(-c2ccccc2)nc2ccccc2c1C(=O)O	1.0	0	-2.1	0	-1	0.0	1.1	-2.2	13
CC(C)CCN1CCN(Cc2ccon2)CC1CCO (configuration not stated)	0.1	0	0.7	-5	3	-1.9	-0.1	1.3	3
O=C(Cn1ccc2ccccc2c1=O)NCC(=O)N1CCC2(CC1)OCCO2	-1.9	-9	-0.6	1	1	-2.8	-1.0	0.4	5
CC(=O)Nc1ccc(NC(=O)/C=C/c2ccc3c(c2)OCO3)cc1	-0.8	-10	0.3	0	-2	.	-0.7	-1.8	18
O=C(c1ccc(COc2ccccc2Cl)o1)N1N=C(C(F)F)CC1(O)C(F)F (configuration not stated)	1.5	2	2.1	0	5	-0.9	0.0	-0.3	-6
O=C(NCC1(c2ccccc2)CCCC1)c1ccco1	-1.0	3	0.4	8	1	.	-0.1	-1.6	-2
Cc1cc(N2C(=O)[C@@H]3[C@H](C2=O)[C@@H]2C[C@H]3C(Br)C2Br)no1 (some centres not stated)	-0.8	?	1.1	9	-2	-2.1	-4.1	-1.6	28
Cc1ccc(C)c(NC(=O)CN(C)C(=O)c2cc(C3CC3)nn2-c2ccccc2)c1	-0.1	12	0.6	4	-2	-1.6	1.9	-2.2	14
Cc1ccc(NC(=O)c2ccc(F)c(S(=O)(=O)N3CCOCC3)c2)cc1F	-0.2	4	-4.2	-3	5	1.6	-0.7	-1.3	9
COc1ccccc1NC(=O)c1cc2c(=O)n(C)c3ccccc3c2n1C	-0.5	0	1.0	-3	2	-3.3	-0.3	0.0	6
Cc1nc2ccccc2c2oc(C(=O)NCCCN3CCCC(C)C3)cc12 (configuration not stated)	-1.0	15	-2.0	?	-1	-1.2	14	-0.2	10
Cn1nc([N+](=O)[O-])nc1Sc1ccc(C(C)(C)C)cc1	0.0	-10	0.2	1	-1	.	1.2	0.0	3
CCc1nnc(NC(=O)c2cnccn2)s1	-1.4	-9	0.5	-4	1	0.4	-1.3	-3.7	10
O=c1[nH]c2ccc(NC(=S)Nc3ccc(Cl)cc3)cc2[nH]1	-2.4	1	0.6	-1	1	0.2	0.6	-1.2	2
CSc1ccccc1C(=O)OCC(=O)NC1CCS(=O)(=O)C1 (configuration not stated)	-0.8	-10	-2.7	-11	2	.	-2.5	-0.2	9
Cc1ccccc1-c1nc(CN2CCCC(C(=O)NCc3cccnc3)C2)c(C)o1 (configuration not stated)	0.0	-8	-1.0	-2	-1	-0.9	?	-2.6	8
O=C(Nc1ccc(N2CCOCC2)c(Cl)c1)c1ccccc1F	1.3	-12	-1.6	5	5	1.0	-0.7	1.1	-6
Cc1ccc(S(=O)(=O)N2CCCCC2C(=O)N(C)c2ccccc2)cc1 (configuration not stated)	2.5	-5	0.3	6	0	-1.9	-0.5	-1.2	9
COCCN(C(=O)COC(=O)CCS(=O)(=O)c1ccccc1)c1c(N)n(Cc2ccccc2)c(=O)[nH]c1=O	-1.3	5	-1.1	2	1	.	4.1	-1.9	15
CCn1c(C(=O)N2CCCC(C(=O)NCCc3ccc(C)cc3)C2)cc2sccc21 (configuration not stated)	-0.3	-13	-0.7	-6	1	-6.2	1.2	-0.3	-1
COCCN(C(=O)COC(=O)c1cccnc1Cl)c1c(N)n(Cc2ccccc2)c(=O)[nH]c1=O	-0.1	6	.	-6	3	0.2	-1.5	0.4	-8
CCOC(=O)c1c(CN2CCNCC2)nc2ccc(Cl)cc2c1-c1ccccc1	-1.3	-25	.	-7	-1	.	-0.3	-5.7	0
COc1ccc(CC(=O)N(C)Cc2cccc(OC)c2OC)cc1S(=O)(=O)N1CCOCC1	-1.0	8	2.5	1	1	-0.1	2.2	0.1	-1
CSc1nc2cc(Oc3cccc(Cl)c3Cl)c(Cl)cc2[nH]1	?	-6	-1.8	-3	4	-2.3	-0.4	-7.1	2
COc1ccc(-c2cc3nc4n(c(=O)c3s2)CCCCC4)cc1	-1.8	-1	0.0	-8	+	.	-0.3	-1.7	24
O=C(Oc1ccccc1C(=O)N1CCOCC1)c1ccccc1	0.9	3	2.7	3	0	.	-0.3	-3.3	2
CN1C(=O)/C(=C\c2ccc(N(C)C)cc2)OC1=S	-1.3	22	-0.2	7	-7	-1.9	12	0.7	13
C[C@@H]1CC[C@]2(O[C@H](CCO)C[C@@H](O)[C@@H]2O)O1	0.0	-1	-0.4	7	3	-1.5	0.3	-1.1	9
COc1ccc(NS(=O)(=O)c2ccc(C)c(C(=O)N3CCN(Cc4cc(OC)ccc4OC)CC3)c2)cc1	6.4	-4	.	-2	1	0.0	0.3	-4.2	3
CC1(C)S[C@@H]2[C@H](NC(=O)C(NC(=O)N3CCNC3=O)c3ccccc3)C(=O)N2[C@H]1C(=O)O (some centres not stated)	0.0	-9	0.1	9	0	-0.8	-0.6	-2.9	-5
c1ccc(Nc2nc(NCC3CCCO3)c3ccccc3n2)cc1 (configuration not stated)	-0.9	-7	0.0	2	-2	2.0	-1.4	-7.5	7
COc1ccc(C(=O)NC(=S)NNC(=O)c2ccco2)cc1	-0.4	-19	2.9	2	1	0.6	0.4	0.9	8
Nc1ccc(Cl)c(Cl)c1	-1.8	-3	.	-1	3	-1.1	-0.4	1.8	3
CCOc1ccc(N2C=Nc3ccc(OCC)cc3C2)cc1	-0.4	16	1.0	-10	0	-1.5	1.3	-1.1	5
CCOC(=O)C1CCCN(c2c(Nc3cccc(C)c3)c(=O)c2=O)C1 (configuration not stated)	0.1	-5	1.5	1	-2	4.3	-0.6	-3.4	18
CSc1ncccc1C(=O)Nc1ccc(S(=O)(=O)Nc2nccs2)cc1	3.0	0	1.6	-1	-4	.	-0.6	0.6	3
Cc1cc(C(=O)Nc2cccc(S(=O)(=O)N3CCOCC3)c2)c2ccccc2n1	-0.7	-4	-2.6	-4	2	-1.2	0.2	-2.4	-5
N#CN=C(c1ccccc1)c1ccccc1	-0.1	-2	-5.5	-4	0	1.0	-1.1	.	-4
CCN1CCN(c2cc(C)c3cc(NC(=O)c4cnccn4)ccc3n2)CC1	0.0	-9	1.0	-9	3	18	1.3	-0.8	16

Of the compounds above, three have a thiophene ring, fused or not.
SMILES	PfHsp40 yeast	BoNT-F LC inh	UGM FP inh	Anthrax LF prot	FBA Mtb inh	BioA inh	BoNT A protease	FadD28 binding	GDH-TPI counter
Cc1ccc2[nH]cc(CCNC(=O)c3cccs3)c2c1	-0.3	-37	-0.2	-19	0	-0.5	-5.6	0.4	2
CCn1c(C(=O)N2CCCC(C(=O)NCCc3ccc(C)cc3)C2)cc2sccc21 (configuration not stated)	-0.3	-13	-0.7	-6	1	-6.2	1.2	-0.3	-1
COc1ccc(-c2cc3nc4n(c(=O)c3s2)CCCCC4)cc1	-1.8	-1	0.0	-8	+	.	-0.3	-1.7	24
